SSB-PriA inh = inhibitors of Klebsiella pneumoniae PriA binding to SSB C-terminal tail, primary screen, biochemical, AlphaScreen; AlphaScreen SSBct-PriA binding, biotinylated peptide; inhibition, % at 33 µM; 430,000 compounds, 0.6% hits; in the data active = inhibition mostly above about 37%, no sharp cut-off; inactive = mostly below about 20%;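 note: plate controls were negative control peptide for no effect and reference peptide for full effect; strong numbers were not always called active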
UGM FP inh = M. tuberculosis UGM enzyme inhibitors, primary screen, biochemical, fluorescence polarization, single point. purified UGM, fluorescence polarization probe displacement. inhibition, % at 10 µM. 320,000 compounds, 0.06% hits; in the data active = inhibition above about 10%, passing the limit was not always enough
Vc quorum ag = inducers of Vibrio cholerae quorum light production without autoinducers, primary screen, BH1578 luxS cqsA deficient, single point; V. cholerae BH1578 lux reporter, luminescence, 6 h; 350,000 compounds, 0.16% hits; activation, % at 18.7 µM; in the data active = activation mostly above about 9.7%, no sharp cut-off; note: not every result past the cut was called active; inactives centre near 0; reference of the scale not given here
Rv3671c protease = Rv3671c serine protease inhibitors, primary screen, biochemical, fluorescence polarization, M. tuberculosis H37Rv; P9WHR9; inhibition, % at 5.96 µM; 320,000 compounds, 0.048% hits; AID 2606, 2010; in the data active = inhibition above about 38%;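 note: extracellular domain of Rv3671c used as enzyme; 0% = enzyme with DMSO and 100% = no enzyme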
Target sequence (P9WHR9 whole entry, looked up, the tested form may be a part): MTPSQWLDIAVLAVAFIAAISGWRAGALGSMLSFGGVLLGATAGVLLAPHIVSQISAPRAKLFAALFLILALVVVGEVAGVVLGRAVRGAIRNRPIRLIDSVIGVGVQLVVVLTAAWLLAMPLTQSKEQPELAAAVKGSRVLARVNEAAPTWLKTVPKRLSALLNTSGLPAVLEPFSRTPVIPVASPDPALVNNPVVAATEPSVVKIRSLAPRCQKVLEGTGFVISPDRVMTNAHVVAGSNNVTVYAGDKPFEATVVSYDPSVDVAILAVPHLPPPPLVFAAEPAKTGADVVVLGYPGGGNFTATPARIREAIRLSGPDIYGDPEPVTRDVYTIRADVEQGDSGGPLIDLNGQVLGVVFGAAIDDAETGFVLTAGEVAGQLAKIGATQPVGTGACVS
MazEF act = activators of E. coli MazEF toxin-antitoxin RNase, primary screen, biochemical, fluorescence, uHTS; FAM/BHQ RNA-DNA oligo cleavage fluorescence, 5 h; activation, % at 20 µM; 350,000 compounds, 0.32% hits; Endoribonuclease toxin MazF (Escherichia coli (strain K12)), P0AE70; AID 504720, 2011; in the data active = activation above about 50%
Target sequence (P0AE70 whole entry, looked up): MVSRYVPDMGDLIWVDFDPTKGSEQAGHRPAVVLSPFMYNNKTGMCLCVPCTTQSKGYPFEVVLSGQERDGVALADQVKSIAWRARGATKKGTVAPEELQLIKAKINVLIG
Mtb BioA inh = M. tuberculosis BioA enzyme inhibitors, primary screen, biochemical, plate reader, single point, HTS; 7,8-diaminopelargonic acid synthase BioA (Mycobacterium tuberculosis); purified M. tuberculosis BioA enzyme; inhibition, % at 9.99 µM; 360,000 compounds, 0.096% hits; AID 602481, 2012; in the data active = inhibition above about 40%
GDH-TPI counter = GDH-TPI coupling enzyme inhibitors, primary screen, artefact control for M. tuberculosis FBA inhibitor project, biochemical, absorbance, full deck. GDH-TPI coupled enzyme counterscreen, NADH absorbance. inhibition, % at 4.8 µM. 360,000 compounds, 1.2% hits. AID 588335, 2011; in the data active = inhibition above about 30%;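 note: 0% = DMSO wells and 100% = wells lacking the enzyme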
VHR inh abs = VHR1 phosphatase inhibitors, primary screen, biochemical, absorbance, uHTS. recombinant VHR phosphatase, pNPP absorbance. inhibition, % at 13.3 µM. 290,000 compounds, 0.52% hits; in the data active = inhibition above about 50%; note: some compounds called inactive have numbers as strong as hits
Target sequence (P51452 whole entry, looked up): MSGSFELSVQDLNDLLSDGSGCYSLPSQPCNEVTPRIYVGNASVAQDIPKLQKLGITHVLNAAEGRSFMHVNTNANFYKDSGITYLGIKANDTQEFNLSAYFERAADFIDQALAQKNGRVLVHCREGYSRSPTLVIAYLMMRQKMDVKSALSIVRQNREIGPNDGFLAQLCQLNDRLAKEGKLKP
FBA Mtb inh = Mtb FBA enzyme inhibitors, primary screen, biochemical, fluorescence, strain H37Rv. 360,000 compounds, 2.3% hits. Fructose-bisphosphate aldolase (Mycobacterium tuberculosis (strain ATCC 25618 / H37Rv)), …. inhibition, % at 1 µM. purified M. tuberculosis FBA, fluorescence read-out. AID 588726, 2011; in the data active = inhibition above about 27%;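 note: 0% = vehicle and 100% = reference inhibitor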
SARS 3CLpro inh = SARS-CoV 3CLpro protease inhibitors, primary screen, biochemical, quenched FRET. inhibition, % at 6 µM. recombinant SARS-CoV 3CLpro, quenched FRET peptide cleavage. Replicase polyprotein 1ab (Severe acute respiratory syndrome coronavirus), P0C6X7. 290,000 compounds, 0.14% hits; in the data active = inhibition above about 12%
An asterisk follows results filed as active; i = inactive; nt = not tested or not shown; & = joins results of further samples. This is a subset; the hit share may differ from the screen's.

#1 Cc1ccc(OC(=O)c2cccc([N+](=O)[O-])c2)c(-n2nc3ccccc3n2)c1
#2 CC(C)(C)C1CCC(=NNC(=O)C(=O)NCc2cccnc2)CC1 (centres undefined)
#3 O=C1OCC/C1=C\c1ccccc1
#4 Fc1ccc(Nc2ccnc(Nc3ccc(F)cc3)n2)cc1
#5 O=C(COC(=O)CCC(=O)c1cccs1)Nc1ccc(Cl)cn1
#6 CCC(=O)N1CCN(c2ccccc2NC(=O)Cc2ccc(Cl)cc2)CC1
Assay by compound | 1 | 2 | 3 | 4 | 5 | 6
SSB-PriA inh | 4 | 5 | -2 | -4 | -7 | 0
UGM FP inh | 2.8 | 0.9 | 0.2 | -2.0 | 0.7 | -2.4
Vc quorum ag | -0.1 | -0.4 | i | -0.2 | -0.2 | i
Rv3671c protease | -7 | -7 | -4 | -4 | -3 | 4
MazEF act | 2 | 7 | -7 | 9 | 6 | -11
Mtb BioA inh | nt | -3.0 | -0.6 | nt | nt | 4.8
GDH-TPI counter | 3 | 4 | 2 | -8 | 5 | 3
VHR inh abs | 8 | 14 | 0 | -2 | 8 | 22
FBA Mtb inh | 0 | 2 | -2 | 0 | 2 | 0
SARS 3CLpro inh | 2 | 0 | -3 | 3 | 2 | -2

A second format for 2 compounds above:
Values run as follows: SSB-PriA inh | UGM FP inh | Vc quorum ag | Rv3671c protease | MazEF act | Mtb BioA inh | GDH-TPI counter | VHR inh abs | FBA Mtb inh | SARS 3CLpro inh
5. O=C(COC(=O)CCC(=O)c1cccs1)Nc1ccc(Cl)cn1
    -7 | 0.7 | -0.2 | -3 | 6 | nt | 5 | 8 | 2 | 2
6. CCC(=O)N1CCN(c2ccccc2NC(=O)Cc2ccc(Cl)cc2)CC1
    0 | -2.4 | i | 4 | -11 | 4.8 | 3 | 22 | 0 | -2

Record cards, from the list above. Screens in order: SSB-PriA inh, UGM FP inh, Vc quorum ag, Rv3671c protease, MazEF act, Mtb BioA inh, GDH-TPI counter, VHR inh abs, FBA Mtb inh, SARS 3CLpro inh
O=C1OCC/C1=C\c1ccccc1 across the screens: -2, 0.2, i, -4, -7, -0.6, 2, 0, -2, -3
Fc1ccc(Nc2ccnc(Nc3ccc(F)cc3)n2)cc1 across the screens: -4, -2.0, -0.2, -4, 9, nt, -8, -2, 0, 3
O=C(COC(=O)CCC(=O)c1cccs1)Nc1ccc(Cl)cn1 across the screens: -7, 0.7, -0.2, -3, 6, nt, 5, 8, 2, 2

More records:
#7 Cc1oc(-c2ccccc2)[n+]([O-])c1C
#8 O=C(N/N=C/c1ccc(Br)o1)/C(=C/c1ccc([N+](=O)[O-])cc1)NC(=O)c1ccccc1
#9 COc1cc(C=O)ccc1OCCCOc1ccc([N+](=O)[O-])cc1
#10 CN(C)C(CNC(=O)c1cccc(S(=O)(=O)N(C)C)c1)c1ccccc1 (centres undefined)
#11 CC1(Cc2ccc(F)cc2)C(=O)Nc2c(Cl)cccc21 (centres undefined)
#12 Cc1cc(=O)n2nc(N3CCC(C(=O)NCCc4ccc(Cl)cc4)CC3)sc2n1
Assay by compound | 7 | 8 | 9 | 10 | 11 | 12
SSB-PriA inh | -17 | nt | -10 | -16 | nt | -1
UGM FP inh | -3.6 | 1.5 | 0.6 | -1.2 | nt | -0.8
Vc quorum ag | i | 0.8 | -0.2 | i | -0.4 | -0.3
Rv3671c protease | 5 | 6 | -2 | -11 | nt | 4
MazEF act | -7 | 3 | -7 | 4 | nt | 4
Mtb BioA inh | 1.0 | -1.2 | nt | 0.0 | 1.8 | -0.4
GDH-TPI counter | 0 | 47* | 12 | 7 | 8 | 12
VHR inh abs | 24 | 21 | -4 | -10 | nt | 21
FBA Mtb inh | 3 | 3 | -4 | -1 | -1 | 1
SARS 3CLpro inh | 0 | 0 | -2 | -2 | nt | 0

#13 NCCCC[C@H]1CNC(=S)N1CC1CCCCC1
#14 O=C(CSc1nncc2ccccc12)Nc1cccc(C(=O)O)c1
#15 CC(C)Cc1n[nH]c(=O)c2c1nnn2Cc1ccccc1F
#16 O=C(Nc1ccc(Cl)c(Cl)c1)c1ccccc1
#17 COC(=O)N(C)C[C@@H]1OCc2cn(nn2)CCCC(=O)N([C@@H](C)CO)C[C@H]1C
#18 O=C(CCNS(=O)(=O)c1c(Cl)cccc1Cl)OCC(=O)c1ccccc1F
Assay by compound | 13 | 14 | 15 | 16 | 17 | 18
SSB-PriA inh | 2 | -1 | -10 | -31 | nt | 1
UGM FP inh | 1.1 | -0.1 | 0.3 | -3.3 | nt | 0.9
Vc quorum ag | -0.5 | -2.3 | -0.4 | -1.4 | -0.3 | -0.2
Rv3671c protease | 7 | -1 | -7 | -6 | nt | 5
MazEF act | 7 | 11 | 8 | 1 | 8 | 5
Mtb BioA inh | 1.7 | nt | nt | -0.1 | 1.7&-0.2 | -1.1
GDH-TPI counter | 0 | 0 | -13 | 0 | 0 | 5
VHR inh abs | 7 | 18 | 40 | nt | nt | -6
FBA Mtb inh | 0 | 0 | 2 | -1 | -1 | -2
SARS 3CLpro inh | -1 | 2 | -8 | nt | nt | -4

#19 O=C(CN1CCCCCC1)Nc1cccc(Br)c1
#20 NS(=O)(=O)c1ccc(NC(=O)COC(=O)c2ccc(Cl)cc2[N+](=O)[O-])cc1
#21 CN1C(=O)C(Cc2nc3ccccc3c(=O)n2-c2ccccc2)c2ccccc21 (centres undefined)
#22 COC(=O)NC1(C(F)(F)F)C(=O)Nc2c1c(=O)n(C)c(=O)n2C (centres undefined)
#23 COC(=O)NN1C(=O)C(c2ccccc2)=C(c2ccc(Cl)cc2)C1=O
#24 Cc1cc(NS(=O)(=O)c2ccc(NC(=O)c3cc(-c4ccccc4Cl)nc4ccccc34)cc2)no1
#25 Cc1ccc(S(=O)(=O)NCc2ccccc2)cc1C(=O)N1CCCCC1
#26 Cc1csc2nc(CNC(=O)CCC(=O)O)cn12
Assay by compound | 19 | 20 | 21 | 22 | 23 | 24 | 25 | 26
SSB-PriA inh | -20 | -16 | -5 | -2 | -6 | 2 | -31 | -5
UGM FP inh | 0.0 | -1.2 | 0.5 | -2.7 | -0.5 | 2.4 | 4.5 | 1.9
Vc quorum ag | i | -0.5 | -2.9 | i | -0.3 | 3.4 | 1.3 | -0.2
Rv3671c protease | -2 | -3 | 4 | 4 | 2 | -13 | -7 | 2
MazEF act | -10 | 3 | -7 | 12 | 7 | 3 | 9 | 9
Mtb BioA inh | 1.0 | nt | 2.9 | -2.4 | nt | nt | 0.7 | -1.4
GDH-TPI counter | -6 | -11 | -2 | 1 | 10 | 1 | 4 | 0
VHR inh abs | 25 | 13 | 30 | 1 | nt | 5 | 24 | -2
FBA Mtb inh | -2 | 2 | 0 | 2 | -1 | -1 | 0 | -2
SARS 3CLpro inh | 0 | -2 | -6 | -1 | nt | 6 | -1 | 1

Structures listed so far that have a COOH group:
#14 O=C(CSc1nncc2ccccc12)Nc1cccc(C(=O)O)c1
#26 Cc1csc2nc(CNC(=O)CCC(=O)O)cn12
Assay by compound | 14 | 26
SSB-PriA inh | -1 | -5
UGM FP inh | -0.1 | 1.9
Vc quorum ag | -2.3 | -0.2
Rv3671c protease | -1 | 2
MazEF act | 11 | 9
Mtb BioA inh | nt | -1.4
GDH-TPI counter | 0 | 0
VHR inh abs | 18 | -2
FBA Mtb inh | 0 | -2
SARS 3CLpro inh | 2 | 1

Compound activity: PubChem, several laboratories
